Pyk2 oligo antag: Pyk2 (human) oligomerization antagonism; Q14289; Q293 cells, Pyk2 FERM NanoBiT luminescence; hits give low values; z-score (the deposit names both 25 µM and 10 µM); 99,000 compounds, 0.83% hits;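 active = Z-score of -3 or lower, scaled per plate to the spread of control and sample wells; inactive = z-score above -3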;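 also: negative z-score means lost luminescence so less FERM oligomerization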
Ecoli WT expand: blocks growth of wild type E. coli BW25113 | OD600 absorbance | growth inhibition, % at 100 µM | 98,000 compounds, 0.15% hits;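 active = growth inhibition above about 50% at one test dose, limit read from the data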;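 also: growth measured after 20 h incubation at 37 °C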
PostGolgi yeast: growth inhibition of a yeast mutant, post-Golgi transport screen | post-Golgi transport phenotypic cell assay | 98,000 compounds, 0.9% hits | inhibition, % at 10 µM; in the data active = inhibition above about 30%;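 also: yeast cells grown in 1536-well plates; yeast grown about 18 h at 30C before absorbance read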
CYP2C9 inhib: blocks human cytochrome P450 2C9. 96,000 compounds, 20% hits. AID 777. P11712. CYP2C9 Supersomes, luciferin-H conversion, luminescence. inhibition, % at 5 µM;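 active = blocking of liver enzyme CYP2C9 beyond about 50% at 5 µM, limit read from the data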; also: values of inactives mirror those of a sister screen read the other way
Target sequence (P11712 whole entry, looked up): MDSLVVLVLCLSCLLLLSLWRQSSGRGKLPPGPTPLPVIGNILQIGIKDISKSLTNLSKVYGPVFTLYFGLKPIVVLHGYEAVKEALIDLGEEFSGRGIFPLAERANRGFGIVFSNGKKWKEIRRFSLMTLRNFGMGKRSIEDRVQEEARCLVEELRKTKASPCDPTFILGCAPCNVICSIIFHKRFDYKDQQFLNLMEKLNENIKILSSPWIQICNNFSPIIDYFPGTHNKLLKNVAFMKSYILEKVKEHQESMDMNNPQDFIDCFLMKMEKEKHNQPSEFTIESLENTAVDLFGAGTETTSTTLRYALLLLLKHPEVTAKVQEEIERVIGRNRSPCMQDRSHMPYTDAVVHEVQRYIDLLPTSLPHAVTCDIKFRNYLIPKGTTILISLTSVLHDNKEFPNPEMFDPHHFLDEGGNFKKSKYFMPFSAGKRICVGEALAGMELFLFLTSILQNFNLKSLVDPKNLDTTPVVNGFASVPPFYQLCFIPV
CYP2C19 activ: increases human CYP2C19 enzyme activity; recombinant CYP2C19, luciferin-H EGE luminescence; hits give high values; 0 = fully inhibited enzyme, 1 = untreated enzyme; activation factor at 5 µM; 96,000 tested, under 10 active;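 active = activation factor of at least 2 at 5 µM in the primary screen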;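 also: 0 = wells with 2.5 mM tranylcypromine and 1 = vehicle-only wells; values of inactives mirror those of a sister screen read the other way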
Target sequence (P33261 whole entry, looked up): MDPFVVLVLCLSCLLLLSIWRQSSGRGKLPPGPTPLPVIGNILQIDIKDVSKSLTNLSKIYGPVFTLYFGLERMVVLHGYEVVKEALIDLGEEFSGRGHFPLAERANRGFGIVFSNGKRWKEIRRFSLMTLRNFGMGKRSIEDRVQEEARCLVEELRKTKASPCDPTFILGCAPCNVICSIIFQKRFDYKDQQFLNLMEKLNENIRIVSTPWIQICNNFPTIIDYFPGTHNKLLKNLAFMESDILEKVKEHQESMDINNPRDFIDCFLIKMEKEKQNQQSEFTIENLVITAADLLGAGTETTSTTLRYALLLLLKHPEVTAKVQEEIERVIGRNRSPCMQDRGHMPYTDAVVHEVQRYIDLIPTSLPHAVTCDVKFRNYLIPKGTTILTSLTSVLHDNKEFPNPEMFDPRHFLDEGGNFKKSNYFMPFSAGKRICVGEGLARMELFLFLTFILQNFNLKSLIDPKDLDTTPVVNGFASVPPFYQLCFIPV
PLAP act: activates human placental alkaline phosphatase | activation fold at 20 µM | purified PLAP enzyme, luminescent substrate read-out; hits give high values | 96,000 compounds, 1.2% hits | AID 696 | P05187; in the data active = activation fold above about 2
CYP2C19 inhib: blocks human cytochrome P450 2C19. P33261. CYP2C19 Supersomes, luciferin-H EGE luminescence, 30 min. inhibition, % at 5 µM. 96,000 compounds, 21% hits. AID 778;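 active = CYP2C19 inhibition above a set limit at 5 µM in the primary screen, cut at about 50% in these data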;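 also: plate controls were negative control wells for no effect and 2.5 mM tranylcypromine positive control for full effect; values of inactives mirror those of a sister screen read the other way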
EphB4 ephrin blk: antagonists of human EphB4-ephrin-B2 interaction | EphB4 LBD / TNYL-RAW-Alexa532 peptide, fluorescence polarization | inhibition, % at 7 µM | 97,000 compounds, 0.15% hits | AID 720;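 active = inhibition above the screen-wide mean inhibition plus 3 SD, cut at about 15% in these data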;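 also: 0% = DMSO wells and 100% = excess unlabeled TNYL-RAW peptide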
CYP2C9 act: activators of human CYP2C9. P11712. recombinant CYP2C9, luciferin-H conversion, luminescence; hits give high values; factor 1 = untreated enzyme, 0 = blocked. activation factor at 5 µM. 96,000 compounds, 1.4% hits. AID 1024;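 active = activation factor of 2 or more for CYP2C9 at a 5 µM dose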;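 also: 0 = sulfaphenazole-blocked wells and 1 = vehicle-only wells; values of inactives mirror those of a sister screen read the other way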
Active calls of the source: *; · = no result given. The order is random; overall some 31% were active at least once.

SMILES	Pyk2 oligo antag	Ecoli WT expand	PostGolgi yeast	CYP2C9 inhib	CYP2C19 activ	PLAP act	CYP2C19 inhib	EphB4 ephrin blk	CYP2C9 act
CC(=O)NC1CC2CCCC(C1)N2CC(=O)N1CCCc2ccccc21 (stereo not drawn)	2.9	-10	20	·	·	·	·	-10	·
Cc1cc2c(cc1C)C(=O)NC(C)(C)C2	-1.1	-9	-8	-25	0.9	1	7	4	1.2
CCOc1ccc(NS(=O)(=O)CC23CCC(CC2=O)C3(C)C)cc1 (stereo not drawn)	-0.84	-2	-1	-20	0.8	1.1	16	0	1.2
CCOC(=O)/C(=C\Nc1ccccc1C(F)(F)F)Sc1ncc(C(F)(F)F)cc1Cl	-0.11	-3	9	82*	0.4	1.2	59*	10	0.2
Cc1ccc(C2=Nc3ccccc3N=C(c3ccco3)C2)c(O)c1	0.63	-7	-4	20	1.1	1.4	-12	1	0.8
Cc1cc(C)cc(NC2=CC(=O)CC(c3ccco3)C2)c1 (stereo not drawn)	-0.44	0	-5	-22	1	0.9	-1	6	1.2
COc1ccccc1C(=O)Nc1c(C)n(C)n(-c2ccccc2)c1=O	0.81	0	15	-16	0.9	0.9	6	2	1.2
CC(C)(C)c1ccc(S(=O)(=O)N2C=CC(C(F)(F)F)=NCC2)cc1	-0.24	2	2	12	0.1	1	86*	-3	0.9
Cn1ccc(C(=O)N2CCCc3ccccc32)n1	-0.41	3	1	6	0.9	1.1	13	1	0.9
CC1CCCCC1N1CCN(C(=O)c2cccc(F)c2)CC1 (stereo not drawn)	0.98	5	5	2	1	1.2	3	-6	1
C(=C\CSc1nnnn1-c1ccccc1)/CSc1nnnn1-c1ccccc1	-0.27	-21	-12	20	0.9	0.9	6	-1	0.8
O=C(Oc1ccc(-c2cn3c(n2)SCC3)cc1)c1ccccc1	0.97	-5	4	-10	1.1	0.9	-10	1	1.1
CC(=O)c1c(N2CCCC2)[nH]c(-c2ccccc2)nc1=S	1.1	2	-3	25	0.5	1.3	51*	-3	0.8
CC1Cc2cc(/C(O)=C3\C(=O)C(=O)N(CCN4CCOCC4)C3c3ccccc3F)ccc2O1 (stereo not drawn)	-0.04	3	12	1	1	1.2	-3	-5	1
Cc1ccc(N(C(=O)Cn2nnc(-c3ccc(F)cc3)n2)C(CC(C)C)C(=O)NCC2CCCO2)cc1 (stereo not drawn)	-0.33	-19	3	40	0.8	1.4	23	-6	0.6
CCC(C)NC(=O)CN1C(=O)CC(C)(C)S(=O)(=O)c2ccccc21 (stereo not drawn)	·	7	-3	-29	1.2	0.9	-21	1	1.3
CCOC(=O)C1CCN(Cc2cn[nH]c2-c2ccccc2)CC1	0.96	0	2	0	0.7	1.9	29	-4	1
COc1cccc(/C=N/NC(=O)c2nc(-c3ccccc3)cc(-c3ccccc3)n2)c1	-2	-19	0	27	0.7	1.1	34	0	0.7
CCN(CC)S(=O)(=O)c1cccc(C(=O)OCC(=O)Nc2ccccc2OC(F)F)c1	0.93	-20	-5	88*	0.2	0.7	84*	2	0.1
CCC(C)n1c(-c2ccco2)nc2nc3ccccc3nc21 (stereo not drawn)	·	15	1	-7	1.3	0.9	-25	5	1.1
COc1ccc(NS(=O)(=O)c2cc(-c3nnnn3C)ccc2OC)cc1	-0.08	7	-8	20	0.7	1.1	33	-2	0.8
Cc1ccc(NC(=O)N(Cc2ccco2)Cc2cc3cc(C)cc(C)c3nc2Cl)cc1	·	-15	-1	50*	0.8	1.3	19	3	0.5
COc1ccc(NC(=O)C2CCCN(S(=O)(=O)c3cccc4cccnc34)C2)c(OC)c1 (stereo not drawn)	·	1	-9	-5	0.6	1.5	41	1	1
CCc1nc2n[nH]c(N)c2c2c1CSC(C)(C)C2	0.83	-3	3	·	·	·	·	2	·
CCOC(=O)C1CCCN(C(=O)c2ccc(OCC)cc2)C1 (stereo not drawn)	0.49	-18	-3	6	0.6	1.2	38	·	0.9
SMILES	Pyk2 oligo antag	Ecoli WT expand	PostGolgi yeast	CYP2C9 inhib	CYP2C19 activ	PLAP act	CYP2C19 inhib	EphB4 ephrin blk	CYP2C9 act
CCC(c1nnnn1Cc1ccco1)N(CCc1ccccc1)Cc1cc2cc(C)ccc2[nH]c1=O (stereo not drawn)	0.48	·	·	48	0.6	1.2	42	·	0.5
Cc1c(Cl)c(C(=O)NNC(=S)Nc2ccccc2)nn1C	3.3	-1	1	21	0.2	·	78*	1	0.8
COc1ccc(N(CC(=O)O)S(C)(=O)=O)cc1OC	1	4	1	-26	1.2	1	-17	5	1.3
O=[N+]([O-])c1ccc(Sc2nccn2Cc2ccccc2)c([N+](=O)[O-])c1	-0.59	8	-1	35	0.5	0.9	51*	-1	0.6
Cn1c2c(c(=O)n(C)c1=O)C(C(F)(F)F)(C(F)(F)F)N=C(c1ccccc1Cl)N2	-1.4	2	31*	73*	1	1	1	5	0.3
O=C(Nc1ccc(S(=O)(=O)N2CCCc3ccccc32)cc1)C1CCCO1 (stereo not drawn)	0.21	-11	6	65*	0.4	1.5	60*	-4	0.3
CN(C)S(=O)(=O)c1cccc(C(=O)OCC(=O)c2ccc3c(c2)NC(=O)CO3)c1	-0.82	-3	-2	3	0.9	0.9	7	-6	1
COc1ccccc1OCc1ccc(C(=O)NCCN(C)C)o1	0.41	-1	-4	2	1	1.1	-1	-3	1
CC1(C)Cc2c(C#N)c(SCCOc3ccccc3)nc(N3CCOCC3)c2CO1	-1.6	-25	7	99*	0.1	0.9	89*	6	0
Cc1ccc(-c2nc(COC(=O)c3c(C)noc3C)cs2)cc1	-0.69	-5	-3	28	0.5	0.9	54*	-7	0.7
OCCNc1nc2ccc(Cl)cc2[nH]1	1.2	10	6	-19	1.2	1.2	-18	-7	1.2
O=C(NCCc1ccc(Cl)cc1)C1CCN(S(=O)(=O)c2cccc3nonc23)CC1	-0.24	-13	-9	-151	0.7	1.4	26	-4	2.5*
Cn1c(=O)[nH]c(=O)c2c1nc1n2CCCS1	-0.26	2	-12	-12	0.7	0.9	33	2	1.1
Cc1cnn(C(=S)NCC2CCCO2)c1 (stereo not drawn)	0.23	3	7	0	0.4	2.1*	56*	·	1
C#CC[N+]1(CC#Cc2ccccc2)CCCC1	-0.94	8	4	-18	1	0.8	1	1	1.2
Cc1cc(NC(=O)CSc2nccn2-c2ccc(F)cc2)no1	0.42	1	1	19	0.3	1	69*	-6	0.8
CCCCCOc1ccc(C(=O)NCC(=O)NCC(=O)OCC)cc1	-0.77	-11	-8	-26	1.2	0.9	-20	0	1.3
CCCCSc1c(C)c2cc3c(cc2[nH]c1=O)OCO3	2.5	-2	-10	12	0.1	0.9	86*	1	0.9
CCCC(=O)N1CC2(C)CN(C(=O)CCC)CC(CCC)(C1)C2=O	0.54	-4	21	-5	1.1	1	-13	4	1.1
O=C(CSc1nc2ccncc2[nH]1)Nc1ccccc1C(F)(F)F	1.7	2	1	48	0.4	1.9	60*	·	0.5
COc1oc(-c2ccccc2)nc1C(F)(F)F	0.57	9	5	-12	1.1	1.2	-12	-7	1.1
CSc1nc(Oc2cccc(C(F)(F)F)c2)cc(C(F)(F)F)n1	0.49	-1	2	-4	1.1	1.1	-6	0	1
COc1cccc(N=Nc2c(=O)[nH]n3c(=O)cc(C)[nH]c23)c1	0.61	-4	6	24	0.9	2*	7	-1	0.8
O=C(c1cc2c(s1)CCCC2)N1CCN(Cc2ccc3c(c2)OCO3)CC1	-0.73	2	36*	13	0.6	1.8	36	1	0.9
O=C1c2ccccc2C(=O)N1CCSc1nncs1	0.28	3	-3	8	0.9	0.9	10	-1	0.9
SMILES	Pyk2 oligo antag	Ecoli WT expand	PostGolgi yeast	CYP2C9 inhib	CYP2C19 activ	PLAP act	CYP2C19 inhib	EphB4 ephrin blk	CYP2C9 act
Cc1cccc(OCCCC(=O)NCc2ccco2)c1	0.7	1	-1	-1	0.6	1.1	45	-5	1
Cc1n[nH]c(=O)nc1Nc1ccc(O)cc1	0.81	0	8	-13	1.1	0.9	-6	-4	1.1
COc1ccc(OC)c(S(=O)(=O)n2cnc3cc(C)c(C)cc32)c1	0.77	0	5	87*	0	1.4	98*	1	0.1
Cc1cc(C)n2nc(SCc3nnc(SCc4ccccc4Cl)s3)nc2n1	2	-17	-2	46	0.9	0.9	9	-1	0.5
Cc1cc(Cl)c(S(=O)(=O)N2CCCCCC2)cc1OCC(N)=O	-0.09	11	-4	-87	0.9	0.9	12	8	1.9
Cc1ccc(CNC(=O)CCNS(=O)(=O)c2cccc3nonc23)cc1	-0.29	3	23	-20	0.8	0.9	16	5	1.2
Cc1ccc([N+](=O)[O-])c2cccnc12	0.64	14	-12	-6	0.8	0.9	19	0	1.1
C=CCN1C(=O)C(Cc2ccc(OC)cc2)S/C1=N\N=C\c1cccs1 (stereo not drawn)	-0.24	-18	-3	32	0.7	1	30	0	0.7
O=C(Nc1cccc(-c2nc3ncccc3o2)c1)c1ccco1	0.61	-5	17	-2	0.9	1	5	-2	1
COCCn1c(-c2cccs2)nc2c(c(=O)c3ccccc3n2C)c1=O	·	-5	-1	41	0.9	1	8	2	0.6
Cc1onc(-c2ccccc2Cl)c1C(=O)Nc1nn[nH]n1	0.86	-10	8	5	0.9	1.3	9	·	1
Cc1nn2c(-n3ccnc3C)c3c(nc2c1-c1ccccc1)CCC3	-0.15	7	-4	62*	0.1	1.5	90*	4	0.4
CCCN(CCC)CCNS(=O)(=O)c1ccc2c(c1)CCN2C(=O)C1CCC1	0.6	3	18	40	0.1	1.7	94*	-8	0.6
O=C(Nc1nnc(SCc2ccccc2)s1)c1ccco1	-0.45	-22	-2	6	1	1.1	2	2	0.9
O=C(O)CSc1nnc(-c2ccncc2)n1C1CCCCC1	0.42	1	-14	-18	1	1.1	-3	1	1.2
COc1ccc(-c2nnc(SCC(N)=O)n2N)cc1	0.39	-7	1	0	1	0.9	2	-1	1
O=S(=O)(c1ccc(S(=O)(=O)N(Cc2ccc(F)cc2)C2CCCC2)cc1)N1CCCC1	0.44	-7	-6	77*	0.3	1.3	68*	·	0.2
O=C(Cc1cn2ccsc2n1)NCCc1ccc(F)cc1	1.3	7	7	4	0.3	1.2	72*	·	1
CCN(CC)CCCn1c(=S)[nH]c2cc(C(=O)OC)ccc2c1=O	-0.02	0	3	-22	1	0.9	-3	-3	1.2
CCOC(=O)c1cc(C#N)c(Oc2ccc(F)cc2)nc1-c1ccccc1	-1.6	-20	6	50	0.8	1.5	17	-2	0.5
OC(CCN1CCOCC1)(c1ccc(Cl)cc1)C1CCCCC1 (stereo not drawn)	-0.04	12	16	22	0.9	1.5	10	-9	0.8
COc1cc(C(=O)Nc2ccc(S(=O)(=O)Nc3cc(C)on3)cc2)cc(OC)c1OC	0.17	-3	12	-8	1.1	1.1	-13	-4	1.1
CCC(=O)Nc1ccc(NC(=O)c2ccco2)cc1	0.55	-13	1	0	0.9	0.8	14	8	1
Cn1c(C(=O)N2CCCC(C(=O)NCCCSC3CCCCC3)C2)cc2sccc21 (stereo not drawn)	-0.64	-34	4	82*	0.5	1.5	47	2	0.2
COC(=O)C1CCN(S(C)(=O)=O)CC1	-0.64	-11	-1	·	·	·	·	-5	·
O=C(O)CSc1nnc(-c2ccc3c(c2)OCO3)o1	0.75	-2	-15	10	1.1	0.9	-6	3	0.9
O=C(Nc1nnc(C2CCCCC2)s1)c1ccco1	-1	-7	0	6	1.1	1.1	-14	-1	0.9

Some of these compounds in order of the EphB4 ephrin blk value, largest number first:
smiles	Pyk2 oligo antag	CYP2C9 inhib	CYP2C19 activ	PLAP act	CYP2C19 inhib	EphB4 ephrin blk	CYP2C9 act
Cc1cc(Cl)c(S(=O)(=O)N2CCCCCC2)cc1OCC(N)=O	-0.09	-87	0.9	0.9	12	8	1.9
Cn1c(C(=O)N2CCCC(C(=O)NCCCSC3CCCCC3)C2)cc2sccc21 (stereo not drawn)	-0.64	82*	0.5	1.5	47	2	0.2
C=CCN1C(=O)C(Cc2ccc(OC)cc2)S/C1=N\N=C\c1cccs1 (stereo not drawn)	-0.24	32	0.7	1	30	0	0.7

High-throughput results deposited in PubChem by several laboratories.
